A549 viability – kills or reduces viability of A549 cells in Nrf2 counter-screen | A549 ARE-Fluc cells, CellTiter-Fluor viability, 18-24 h | Potency, µM (top dose mostly 46 µM), inactives show at the highest dose activity change, negative = cytotoxicity, hits mostly inhibitors | 390,000 compounds, 0.16% hits | AID 504648; also: potency is read from the fitted curve at half-maximal effect; % is scaled to controls: 0 for no effect and ±100 for the full control effect
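A549 ARE-Fluc cells in 5% FBS OPTI-MEM, 5000 cells/well, rested 2 h then exposed to compounds in concentration-response for 18-24 h at 37 °C. Viability by CellTiter-Fluor fluorescence (Ex 405/Em 525) after 30 min; luciferase luminescence (BugLite, 15 min, RT) read afterwards.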
Mm-Cpn inhibitor – inhibitors of Methanococcus maripaludis chaperonin (MmCpn) | purified Mm-Cpn ATPase, ADP Transcreener TR-FRET | Potency, µM (titrated, usually from 76.9 µM), inactives show at the highest dose activity, negative = inhibition, usual class: inhibitors | 330,000 compounds, 0.031% hits | AID 504842; also: potency is read from the fitted curve at half-maximal effect; % is scaled to controls: 0 for no effect and ±100 for the full control effect; nearly all actives have a fitted effect of over 80% in size
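Purified archaeal chaperonin (25 nM final) was preincubated with compound for 10 min at 37°C, then ATP (10 uM final) was added for 30 min at 37°C in Tris pH 7.4/KCl/MgCl2/DTT buffer. ADP was quantified by HTRF Transcreener TR-FRET.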
TGFb inhibitor – blocks TGF-b signaling | HepG2 CAGA-GFP TGF-b/SMAD3 reporter, GFP fluorescence, 18 h; TGF-beta stimulated, 500 pg/mL final | Potency, µM (top dose mostly 46.1 µM), for inactives: at the highest dose activity, negative = inhibition, actives largely listed as inhibitors | 410,000 compounds, 1.2% hits; also: potency is read from the fitted curve at half-maximal effect; % is scaled to controls: 0 for no effect and ±100 for the full control effect; nearly all actives have a fitted effect of over 65% in size
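HEPG2 CAGA-GFP reporter cells (1000/well, DMEM with 1% FBS) received compounds, then recombinant TGF-beta at 500 pg/mL final for 18 hours at 37 degrees C. Per-cell GFP summed per well was normalised to unstimulated and stimulated DMSO controls before curve fitting.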
pAkt inh – Akt phosphorylation inhibition; Neuro2A IGF-stimulated pAkt S473 HTRF, 20 min; hits give low values; activity change, % for hits at 50 µM; AID 651550; 360,000 compounds, 0.32% hits; in the data active = activity change below about -80%; inconclusive = mostly about -51% to -80%; also: % is scaled to controls: 0 for no effect and ±100 for the full control effect
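Single-point screen (50 µM final compound) in Neuro2A cells stimulated 20 min with 6 nM IGF at 37 deg C. After lysis, Ser473-phosphorylated Akt read by HTRF (ex 330 nm, em 615/665 nm) as the 665/615 ratio.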
Nrf2 inh – blocks Nrf2 signaling. A549 ARE-Fluc reporter, luciferase luminescence, 18-24 h. Potency, µM (top dose mostly 46 µM), without a hit: top-dose activity change, negative = inhibition, usual class: inhibitors. 360,000 compounds, 2.1% hits; also: potency is read from the fitted curve at half-maximal effect; % is scaled to controls: 0 for no effect and ±100 for the full control effect; nearly all actives have a fitted effect of over 60% in size
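In this cell-based qHTS, ARE-driven firefly luciferase in A549 cells reports Nrf2 activity; the luminescent signal after BugLite lysis is the measured value, with a prior CellTiter-Fluor read for cell health.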
HepG2 tox – kills HepG2 cells in TGF-b inhibitor counter-screen | HepG2 CAGA-GFP viability, ATP luminescence, 18 h | Potency, µM (titrated, usually from 46.1 µM), inactives show top-dose activity change, negative = cytotoxicity, most hits filed as cytotoxic | 410,000 compounds, 0.76% hits | AID 588856; also: potency is read from the fitted curve at half-maximal effect; some results filed as inactive show a strong effect at the top dose
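CellTiter-Glo luminescence gave cytotoxicity after 18 hours at 37 degrees C. The cells were HepG2 CAGA-GFP in 1% FBS DMEM, stimulated with 500 pg/mL TGF-beta after compound addition. %Activity was normalised to no-cell wells (complete cell-killing) and DMSO (no toxicity), and curves were fitted and classified.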
ATXN viability – reduces viability in counter-screen for ATXN expression inhibitors; S2 cells (HEK-293 line with an ATXN2-luciferase reporter) viability, CellTiter-Fluor protease fluorescence, 24 h; Potency, µM (top dose mostly 56.7 µM), hits mostly cytotoxic; 400,000 compounds, 0.49% hits; AID 651635; also: potency is read from the fitted curve at half-maximal effect; nearly all actives have a fitted effect of over 40% in size
CCT modulator – modulators of cytosolic chaperonin (CCT/TRiC) activity. purified chaperonin ATPase assay, HTRF ADP detection, 30 min. activity change, % (concentration not given with the values), hits read low. 360,000 compounds, 0.3% hits. AID 651819; in the data active = activity change below about -30%; also: % is scaled to controls: 0 for no effect and ±100 for the full control effect
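ATPase activity: ADP formed was measured by HTRF Transcreener (665/615 nm ratio) after 30 min at 37 deg C with 10 uM ATP. Compounds screened at one 76 uM concentration against 40 or 20 nM TRiC in Tris pH 7.4/KCl/MgCl2/DTT buffer.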
Nrf2 activator – activators of Nrf2 (ARE) signaling; AREc32 ARE-luciferase reporter (MCF7-derived line), luminescence, 24 h; Potency, µM (doses to about 46.1 µM), for inactives: at the highest dose activation, actives largely listed as activators; 410,000 compounds, 0.31% hits; AID 624171; also: potency is read from the fitted curve at half-maximal effect; % of control where 0% means no effect; nearly all actives have a fitted effect of over 65% in size
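AREc32 cells carrying an ARE-driven firefly luciferase, 1000 cells/well in OPTI-MEM with 5% FBS, dosed after overnight attachment and incubated 24 hr at 37 deg C. Steady-Glo luminescence read after 30 min at RT.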
* hit, by the source's call; i = inactive; ? = inconclusive; . = no result given; [ ] = remark or other dose. Unless noted, calls follow the shape of the dose curve; as a rule, active = well fitted curve in the direction sought with a large enough effect; inconclusive = small, poorly fitted or top-dose-only effect, or another doubt; inactive = no such curve, though single readings can be large; an effect the other way counts as inactive or inconclusive. Some of the compounds tested; count on the stated rates, not on these rows.

SMILES	A549 viability	Mm-Cpn inhibitor	TGFb inhibitor	pAkt inh	Nrf2 inh	HepG2 tox	ATXN viability	CCT modulator	Nrf2 activator
Cc1cc(C)c(-n2c(O)c(/C=N/NC(=O)c3ccncc3)c(=O)[nH]c2=O)c(C)c1	0%	1%	12%	i	-3%	-5%	i	1.5	0.4%
O=c1c2ccccc2[nH]c(=S)n1-c1cccc(C(F)(F)F)c1	.	.	?	i	.	-78%	?	-1.3	-0.1%
C=CCn1c(O)c(C=NCCN2CCOCC2)c(=O)[nH]c1=S	-3%	0%	13%	i	-4%	13%	?	-1.9	0.1%
Cc1ccc2oc(=O)n(CCNC(=O)Nc3ccc(C)c(F)c3)c2c1	8%	.	0%	.	?	-35%	.	.	4.3%
O=c1onc(-c2cccnc2)n1-c1ccccc1F	?	-5%	-9%	i	0%	-17%	i	1.5	-0.2%
C=CCn1c(O)c(N=Nc2c(C)n(C)n(-c3ccccc3)c2=O)c(=O)[nH]c1=S	?	-2%	1%	i	?	11%	?	2.2	0.1%
O=C(O)C1(c2ccc(Cl)cc2)CCC1	-12%	2%	35%[activator]	i	-2%	2%	i	-0.8	-1.6%
CCOC(=O)[C@]12Cc3cc(Cl)ccc3[C@H]1N(C1CCCCC1)C(=O)c1cc(OC)ccc12	.	.	.	i	.	.	2µM*	2.4	-3.1%
C#CCN1C(=O)C2(C(C#N)=C(N)OC(C)=C2C(=O)OCc2ccccc2)c2ccccc21 (configuration not stated)	-4%	0%	0%	i	1%	-29%	i	-1.2	-0.1%
COc1cc(OC)c(NS(=O)(=O)c2cc(-c3cnc(C4CC4)o3)ccc2C)cc1Cl	-9%	.	?	.	.	-30%	?	.	7.5%
O=C(Oc1ccc(Cl)c2cccnc12)N1CCCCCC1	-3%	0%	?	i	7%	-28%	i	-0.5	5.5%
O=C(OCCN1CCOCC1)C1(c2ccccc2)CCCC1	14%	3%	10%	i	-1%	3%	i	-1.1	-0.5%
Cc1cc(N(C)C)ccc1N=Nc1ccc(N)cc1	?	.	0%	i	-3%	5%	?	0.9	-0.5%
O=C(NC(=S)N1C[C@H]2C[C@H](C1)c1cccc(=O)n1C2)c1ccc(F)cc1	8%	1%	4%	i	-22%	-13%	i	-1.2	-0.1%
O=C(NN1C(=O)C2C3C=CC(C4CC34)C2C1=O)c1cccc(Br)c1 (configuration not stated)	3%	-1%	0%	i	?	82%	.	-0.5	-0.4%
Cc1cccc(N2C(=O)NC(=O)/C(=C\c3ccc(N4CCOCC4)cc3)C2=O)c1	-6%	-1%	0%	i	?	-7%	i	-0.9	0.5%
O=C(CCN1CCCCC1)NCC(=O)Nc1ccc(Br)cc1C(=O)c1ccccc1	?	1%	-7%	i	19%	-24%	i	-4.8	0.3%
O=C(NC1CCCCC1)c1ccc(CSc2nc3ccncc3n2Cc2ccc(F)cc2)cc1	-6%	.	9%	.	?	4%	?	.	-0.4%
COc1ccccc1OCC(=O)N1CCCC(N(C)Cc2ccccc2)C1 (configuration not stated)	0%	1%	-4%	i	-13%	-8%	i	0.9	-0.5%
Cc1c(C)n(O)c2ccc3nonc3c12	2%	-5%	?	i	-1%	-13%	.	1.3	3.6%
O=C(COc1ccc2ccccc2c1)N1CCN(Cc2c[nH]c3ccccc23)CC1	-14%	-5%	?	i	5%	13µM*	?	1.9	0.9%
COCCn1cc(C(=O)N2CCC3(CC2)OCCO3)c2c3ccccc3n(C)c2c1=O	7%[1.84 µM]	-3%	-8%	i	-2%	13%	i	1.1	0.2%
CCCCCn1c(=O)c(C(=O)NCc2ccncc2)c(O)c2ccccc21	?	0%	?	i	?	-2%	i	-3.1	0.6%
COc1ccc(N2CCN(C(CNC(=O)Oc3ccccc3)c3cccnc3)CC2)cc1 (configuration not stated)	0%	-1%	-8%	i	5%	0%	i	-3.5	-0.2%
Cn1c(=O)oc2cc(NC(=O)CCl)ccc21	-28%	-11%	?	i	?	-73%	.	-2.0	7.9µM*

Part of the list above in order of heavy-atom count, falling:
SMILES	A549 viability	Mm-Cpn inhibitor	TGFb inhibitor	pAkt inh	Nrf2 inh	HepG2 tox	ATXN viability	CCT modulator	Nrf2 activator
O=C(CCN1CCCCC1)NCC(=O)Nc1ccc(Br)cc1C(=O)c1ccccc1	?	1%	-7%	i	19%	-24%	i	-4.8	0.3%
Cc1cc(C)c(-n2c(O)c(/C=N/NC(=O)c3ccncc3)c(=O)[nH]c2=O)c(C)c1	0%	1%	12%	i	-3%	-5%	i	1.5	0.4%
Cc1ccc2oc(=O)n(CCNC(=O)Nc3ccc(C)c(F)c3)c2c1	8%	.	0%	.	?	-35%	.	.	4.3%
O=C(O)C1(c2ccc(Cl)cc2)CCC1	-12%	2%	35%[activator]	i	-2%	2%	i	-0.8	-1.6%

Not a retest: entries from further up.
SMILES	A549 viability	Mm-Cpn inhibitor	TGFb inhibitor	pAkt inh	Nrf2 inh	HepG2 tox	ATXN viability	CCT modulator	Nrf2 activator
COc1ccc(N2CCN(C(CNC(=O)Oc3ccccc3)c3cccnc3)CC2)cc1 (configuration not stated)	0%	-1%	-8%	i	5%	0%	i	-3.5	-0.2%
Cn1c(=O)oc2cc(NC(=O)CCl)ccc21	-28%	-11%	?	i	?	-73%	.	-2.0	7.9µM*

(further entries)
SMILES	A549 viability	Mm-Cpn inhibitor	TGFb inhibitor	pAkt inh	Nrf2 inh	HepG2 tox	ATXN viability	CCT modulator	Nrf2 activator
CCCCCCN=C(CC)c1c(O)n(CCCC)c(=O)[nH]c1=O	3%	2%	?	i	?	-94%	i	-4.6	2.8%
COc1ccc(C(=O)Nc2ccccc2C(=O)NC(C(=O)NCc2ccco2)C(C)C)cc1 (configuration not stated)	-9%	-2%	0%	i	.	0%	?	-0.8	-0.1%
CN1CCC2(CC1)N=C(c1ccc(F)cc1)C(=S)N2	1%	0%	-5%	i	-6%	-19%	i	-2.0	-0.7%
C=CCc1cc(C=C2C(=O)NC(=O)NC2=O)cc(OC)c1OCc1ccc(C(=O)O)cc1	-2%	-1%	-1%	i	3%	-3%	i	-5.5	0.3%
O=C(CF)NC(NC(=S)Nc1cccc([N+](=O)[O-])c1)C(Cl)(Cl)Cl (configuration not stated)	-5%	4%	-6%	i	-20%	-20%	i	-1.7	-1.2%
CCC(=NCc1ccco1)c1c(O)n(Cc2ccccc2)c(=O)[nH]c1=O	6%	0%	-9%	i	?	-17%	i	-3.7	7.6%
CCn1cc(C(=O)NCc2ccccc2)c2ccccc21	-3%	-1%	-1%	i	5%	0%	i	-2.5	0.4%
COC(=O)C1=C(c2ccc(F)cc2F)C[C@@H]2CC[C@H]1N2C(=O)NCCOc1ccccc1	-14%	-2%	5%	i	-7%	4%	i	-0.3	0.1%
Cc1nnc(NC(=O)c2cccn(Cc3cccc([N+](=O)[O-])c3)c2=O)s1	-1%	.	1%	.	.	-24%	i	.	-0.4%
CCSC1=NN1c1cc(C)nc(N)n1	-12%	3%	-1%	i	8%	-3%	i	-1.5	-0.4%
COc1ccc(CN2C(=O)NC(=O)/C(=C/c3ccoc3)C2=O)cc1	?	-1%	137%[activator]	i	-8%	30%	i	-1.2	-0.6%
COc1ccc(C(O)P(=O)(OC2CCCCC2)c2ccc(N(C)C)cc2)cc1OC (configuration not stated)	.	0%	?	i	-36%	-2%	i	0.8	-0.8%
Cc1ccc(N2C(=O)NC(=O)/C(=C\c3cn(CC(=O)O)c4ccccc34)C2=O)cc1	-5%	0%	17%	i	12%	-14%	i	-0.2	2.5%
CCCCn1c(C)c(C(=O)O)c2cc(OC)ccc21	1%	1%	21%	i	-14%	-10%	i	-7.3	-0.3%
CCN(CC)C(=O)c1ccc(NC(=O)c2cccc(C(F)(F)F)c2)cc1	0%	-4%	-13%	i	-19%	-13%	i	-5.2	0.6%
COc1cc(C(c2c(O)c3ccccc3oc2=O)c2c(C)n(C)n(-c3ccccc3)c2=O)ccc1OCC(=O)O (configuration not stated)	4%	.	1%	.	?	0%	i	.	-0.1%
Fc1cccc(C2NCCc3[nH]cnc32)c1 (configuration not stated)	-6%	-1%	0%	i	11%	-5%	i	-0.8	-0.7%
Cc1cc(C=O)c(C)n1C1CCCCC1	2%	1%	?	i	.	-55%	i	-1.7	1.8%
COC(=O)C1=C(c2ccc3ccccc3c2)C[C@@H]2CC[C@H]1N2C(=O)NC1CCCCC1	-12%	1%	-34%	i	?	-23%	?	-1.3	3.6%
COc1ccccc1CN1CCN(C(=O)Cc2ccccc2)CC1	?	0%	?	i	.	12%	i	-2.0	-0.4%
N#CC1=C(N)Oc2c(c(=O)oc3ccccc23)C1c1ccccc1OC(=O)c1cccs1 (configuration not stated)	-12%	0%	12%	i	-10%	-47%	i	-1.2	11µM*
CCCCC12CNCC(C)(CNC1)C2=O	13%	1%	-16%	i	-6%	-9%	i	-0.3	-0.6%
CN(C)C(=O)On1c(-c2ccccc2)nc2ccc(Cl)cc21	-26%	1%	12%	i	2%	-42%	i	1.2	3.2%
Cc1cc(C(=O)Nc2ccc(CC(=O)O)cc2)c(C)o1	4%	?	-2%	i	5.2µM*	9%	i	-0.3	-2.8%
Cc1ccc(C(=O)C2(C)N(O)C(C)C(c3cccs3)=[N+]2[O-])cc1 (configuration not stated)	8%	1%	-20%	i	4%	-17%	i	-1.7	0.4%
Cc1nc2ccccc2c(=O)n1-c1ccncc1	1%	-1%	-1%	i	11%	5%	i	1.1	-0.9%
Cc1ccc2oc(=O)n(CCNC(=O)Nc3ccccc3C)c2c1	1%	.	-20%	.	3%	-43%	i	.	0.0%

Screening results as filed in PubChem.
